From PubChem
Casp6 inh = blocks human caspase-6 cleavage activity. P55212. purified caspase-6, Z-VEID-R110 cleavage fluorescence. inhibition, % at 12.5 µM. 0.53% of 350,000 active. AID 686996;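 active = mean inhibition across replicates at least about 35%, with every replicate also reaching that limit, limit read from the data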;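 also: 0% = median of neutral control wells and 100% = no fluorescence left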
Target sequence (P55212 24-179 limits assumed): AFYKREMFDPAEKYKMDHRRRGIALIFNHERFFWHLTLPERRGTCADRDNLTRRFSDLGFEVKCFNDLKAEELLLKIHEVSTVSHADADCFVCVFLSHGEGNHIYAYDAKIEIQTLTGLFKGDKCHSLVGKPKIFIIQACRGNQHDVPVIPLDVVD
Target sequence (P55212 194-293 limits assumed): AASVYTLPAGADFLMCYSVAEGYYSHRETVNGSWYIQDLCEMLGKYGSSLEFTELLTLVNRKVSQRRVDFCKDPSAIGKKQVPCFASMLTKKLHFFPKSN
SIRT5 block = inhibitors of human sirtuin-5 desuccinylase. 1.1% of 330,000 active. Purified SirT5, succinyl-peptide AMC, trypsin-coupled fluorescence. AID 652115. inhibition, % at 15 µM; in the data active = inhibition above about 15%
Target sequence (Q9NXA8 whole entry, looked up): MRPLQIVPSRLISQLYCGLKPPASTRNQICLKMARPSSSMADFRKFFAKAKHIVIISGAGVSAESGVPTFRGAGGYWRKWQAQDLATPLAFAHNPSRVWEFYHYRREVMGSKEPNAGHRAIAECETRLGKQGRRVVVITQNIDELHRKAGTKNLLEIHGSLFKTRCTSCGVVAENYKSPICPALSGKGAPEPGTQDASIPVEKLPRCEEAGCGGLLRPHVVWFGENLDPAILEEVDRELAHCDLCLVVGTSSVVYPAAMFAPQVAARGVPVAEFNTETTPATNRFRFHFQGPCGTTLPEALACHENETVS
S100A4 inh HTS = S100A4-myosin IIA interaction inhibition; P26447; S100A4/TAMRA-MyoIIA peptide fluorescence polarization; inhibition, % at 10.7 µM; 0.14% of 360,000 active; AID 652163;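 active = mean inhibition of at least 70% across replicates, with every replicate also reaching that level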
Target sequence (P26447 whole entry, looked up): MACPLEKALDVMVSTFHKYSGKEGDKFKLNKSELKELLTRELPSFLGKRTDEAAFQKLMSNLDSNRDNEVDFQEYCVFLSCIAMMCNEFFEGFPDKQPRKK
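Material: S100A4 monomer (human). Medium: Calcium-containing HEPES buffer, pH 7.2. Probe or stimulus: labelled myosin peptide probe, 5 nM. Compound dosing: one concentration per compound. Timing: polarization read 5 min after assay mix addition, stable 5–60 min. Benchmarks: DMSO as neutral control, TFP as positive control.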
esBAF inh = inhibitors of esBAF chromatin remodeling in mouse ES cells | Bmi1-luciferase knock-in reporter, 24 h; 100% = twice the neutral-well signal | reporter increase, % at 12.5 µM | 2% of 350,000 active | AID 602393; in the data active = activation above about 40%;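 also: 0% = median of the plate's neutral control wells and 100% = double that signal; a rise in the Bmi1 reporter signal indicates esBAF inhibition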
LGR2 antag = Drosophila LGR2 receptor signaling inhibition; inhibition, % at 9.99 µM; HEK293 LGR2, CRE-luciferase, bursicon-stimulated, 4 h; 0.35% of 380,000 active;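 active = drop in luminescence signal, shown as inhibition above about 50% in the replicate tests, limit read from the data, passing the limit was not always enough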;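 also: agonist challenge used bursicon conditioned medium at about half maximal strength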
FN deposition inh = fibronectin deposition inhibition; AH1F fibroblasts, Alexa488-fibronectin deposition fluorescence, overnight; inhibition, % at 12.6 µM; 0.086% of 350,000 active; AID 743247;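 active = mean inhibition across replicates of 30% or more, regardless of how many single replicates reach that level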;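 also: positive control wells lacked labelled fibronectin entirely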
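Assay system: AH1F fibroblasts assembling fluorescent fibronectin matrix; Amount: 10000 AH1F cells per well; Buffer or medium: DMEM, 2% serum; Probe or stimulus: Alexa488-fibronectin, 24 nM final in well; Doses: single compound dose, delivered by pin transfer; Incubation: 1 h adhesion, overnight exposure; Measured by: fluorescence 485/525 nm; Read-out: fibronectin deposition inhibition.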
Statin myotox sup = protects C2C12 myotubes from simvastatin toxicity. ATP luminescence, 48 h; scaled: DMSO 0, geranylgeraniol control 100. rescue of ATP level, % at 7.49 µM. 0.78% of 330,000 active;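 active = mean ATP rescue above about 67%, or every replicate alone reaching that limit, limit read from the data, passing the limit was not always enough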;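 also: myotubes were challenged with 10 µM simvastatin during compound exposure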
Numbers without * were called inactive; x = no result given.

SMILES	Casp6 inh	SIRT5 block	S100A4 inh HTS	esBAF inh	LGR2 antag	FN deposition inh	Statin myotox sup
O=C(COC(=O)c1ccccc1F)NC(=O)NC1CCCC1	-3	-2	-2	-6	-13	-1	10
COc1ccc(NC(=O)C2CCCN(S(=O)(=O)c3cccc4nonc34)C2)c(OC)c1 (stereo not given)	-1	-3	2	x	x	4	x
COc1ccc(S(N)(=O)=O)cc1C(=O)N(C)CC(=O)Nc1ccc(N2CCOCC2)cc1	-1	-3	7	-7	0	16	-5
C[C@H](CO)N1C[C@H](C)[C@@H](CN(C)C(=O)Nc2ccc(F)cc2)Oc2ccc(NC(=O)CCN3CCOCC3)cc2C1=O	0	-2	19	-2	1	-5	12
CS(=O)(=O)N1CCN(C(=S)NCc2ccc(Cl)cc2)CC1	2	-4	-8	x	-12	-1	x
CC(C)C#Cc1ccc([C@@H]2[C@@H](CO)N3C(=O)CN(C(=O)Cc4ccccc4)C[C@@H]23)cc1	1	0	-3	x	-2	3	x
COc1ccc(C)cc1S(=O)(=O)N1CCN(C(=O)c2ncoc2-c2ccccc2F)CC1	-3	-3	-1	-3	-14	-7	-4
FC(F)(F)c1ccccc1NC(=S)N1CCN(Cc2ccc3c(c2)OCO3)CC1	-1	-1	1	11	15	x	-31
CC(OC(=O)c1cc(S(=O)(=O)N2CCOCC2)ccc1F)C(=O)NCC1CCCCC1 (stereo not given)	0	-2	-3	1	1	-1	3
COc1cccc(-c2cn(CC[C@H]3CC[C@@H](NS(=O)(=O)Cc4ccccc4)[C@@H](CO)O3)nn2)c1	-1	-1	8	0	-1	-4	6
O=S(=O)(c1ccc(F)c(F)c1)N1CCN(c2ncccn2)CC1	0	-6	8	-5	-8	2	0
NNC(=O)c1ccc2c(c1)S(=O)(=O)NNC2=O	0	-1	2	x	8	-7	x
CC(C)(C)NC(=O)CC1C[C@H](C(=O)N2CCOCC2)[C@@]2(C)c3[nH]c4ccccc4c3CCN2C1=O (stereo not given in full)	-2	-2	-6	-8	9	x	2
COC(=O)[C@]12C[C@H](CC(=O)N3CCCCC3)C(=O)N(Cc3ccccc3)C1=C[C@H](C(C)(C)C)O[C@@H]2C	0	x	7	x	23	-8	x
C[C@H]1CN([C@@H](C)CO)C(=O)c2cc(C#CCC3CCCC3)cnc2O[C@@H]1CN(C)C(=O)CN(C)C	-8	-10	2	6	2	9	3
Cc1ccc(C(=O)N2CCN(C)CC2)cc1S(=O)(=O)N1CCOCC1	2	-3	-2	-3	9	0	-4
COc1ccc(C(C(=O)NC2CCCCC2)N(CC2CCCO2)C(=O)CCCC(=O)Nc2ccccn2)cc1 (stereo not given)	2	1	-2	2	12	-7	-7
O=C(NN=Cc1ccc(N2CCOCC2)s1)c1ccc([N+](=O)[O-])cc1	2	-2	5	0	-3	4	-8
CO[C@H](CN(C)C(=O)c1cnccn1)[C@H](C)CN([C@H](C)CO)S(=O)(=O)c1ccc(Cl)cc1	0	-4	-11	-2	4	8	11
CCOc1ccc(NC(=O)C(CC(=O)O)Cc2ccccc2)cc1 (stereo not given)	2	-3	4	x	-3	-4	x
CC(=O)N1N=C2c3ccccc3CCC2C1c1ccc(F)cc1 (stereo not given)	0	-4	-3	x	x	0	x
COc1cc(CNc2ccc3[nH]c(=O)[nH]c3c2)cc(Br)c1OCc1ccc(F)cc1	-2	-1	1	-6	8	6	1
CO[C@@H]1CN(C)C(=O)c2ccc(NC(C)=O)cc2OC[C@@H](C)N(C(=O)Cc2cccnc2)C[C@@H]1C	x	x	x	-6	16	-7	0
CS(=O)(=O)N(CC(=O)NCc1ccco1)c1ccc(OCc2ccccc2)cc1	2	-6	-2	13	-22	0	123*
C[C@@H]1CN([C@H](C)CO)C(=O)c2c(c3ccccc3n2C)-c2ccccc2CO[C@@H]1CN(C)C(=O)Cc1ccccc1	1	-5	-2	14	21	12	13

In another format: 3 of the compounds above
structure | Casp6 inh | SIRT5 block | S100A4 inh HTS | esBAF inh | LGR2 antag | FN deposition inh | Statin myotox sup
CC(C)(C)NC(=O)CC1C[C@H](C(=O)N2CCOCC2)[C@@]2(C)c3[nH]c4ccccc4c3CCN2C1=O (stereo not given in full) | -2 | -2 | -6 | -8 | 9 | x | 2
COC(=O)[C@]12C[C@H](CC(=O)N3CCCCC3)C(=O)N(Cc3ccccc3)C1=C[C@H](C(C)(C)C)O[C@@H]2C | 0 | x | 7 | x | 23 | -8 | x
C[C@H]1CN([C@@H](C)CO)C(=O)c2cc(C#CCC3CCCC3)cnc2O[C@@H]1CN(C)C(=O)CN(C)C | -8 | -10 | 2 | 6 | 2 | 9 | 3

More records follow:
SMILES	Casp6 inh	SIRT5 block	S100A4 inh HTS	esBAF inh	LGR2 antag	FN deposition inh	Statin myotox sup
C[C@H](CO)N1C[C@H](C)[C@@H](CN(C)S(=O)(=O)c2cccs2)Oc2ccc(NC(=O)CCCCCC(=O)Nc3ccccc3N)cc2C1=O	-3	-2	-1	1	4	x	-14
CCOC(=O)N1CCN(C(=O)c2ccc(NS(C)(=O)=O)cc2)CC1	4	-4	4	-7	5	x	1
O=C(O)CCn1c(=S)n(CCC(=O)O)c2ccccc21	0	-9	-8	-11	14	-15	0
C[C@H](CO)N1C[C@H](C)[C@@H](CN(C)Cc2ccc3c(c2)OCO3)Oc2ccc(NC(=O)C3CCCCC3)cc2C1=O	1	2	4	2	22	7	-1
C[C@H]1CN([C@@H](C)CO)C(=O)Cc2cc(NS(=O)(=O)c3ccccc3)ccc2O[C@H]1CN(C)Cc1ccccc1	3	5	48	1	19	x	38
Cc1ccc(S(=O)(=O)N2CCC(C(=O)N/N=C/c3ccncc3)CC2)cc1	-5	0	3	x	10	x	x
COc1ccc2c3c(n(C)c2c1)[C@H](CO)N(C(=O)C1CCCC1)CC31CCN(Cc2cccc(F)c2)CC1	-2	1	2	x	2	x	x
COc1ccc(-c2cccc(C(=O)NCC(=O)O)c2)cc1	-10	2	3	13	-22	x	10
C[C@H](O)C#Cc1cnc2c(c1)C(=O)N([C@@H](C)CO)C[C@H](C)[C@H](CN(C)CC1CCCCC1)O2	0	-2	1	-1	-20	-3	-2
Cc1ccccc1C(=O)N1CCC(C(=O)Nc2nc3ccc(F)cc3s2)CC1	5	-2	-4	15	2	5	3
Cc1ccccc1S(=O)(=O)N1C[C@H]2CON(C)[C@H]2C[C@H]1c1cccc(-c2ccccc2)c1	-2	-3	-2	5	7	-4	-12
N#Cc1ccc(S(=O)(=O)N2CCCc3nc(-c4ccc(F)cc4)ccc32)cc1	0	x	-11	x	-3	3	x
Cc1ccc(S(=O)(=O)NC(CC(C)C)C(=O)N2CCOCCOCCOCCOCC2)cc1 (stereo not given)	-1	1	-5	7	-2	2	0
C[C@@H]1CCCCO[C@@H](CN(C)S(=O)(=O)c2cn(C)cn2)[C@H](C)CN([C@H](C)CO)C(=O)c2cc(NC(=O)Nc3ccc4c(c3)OCO4)ccc2O1	1	-3	-13	60*	19	x	x
CO[C@@H]1CN(C)C(=O)c2cc(NS(=O)(=O)c3cn(C)cn3)ccc2OC[C@H](C)N(Cc2cccc(F)c2)C[C@@H]1C	-1	x	5	-3	7	1	10
O=C(CN(C(=O)CSc1nnc(COc2ccccc2)o1)c1ccc(F)cc1)NC1CCCC1	x	x	x	19	x	-1	18
CS(=O)(=O)Nc1ccccc1C(=O)Nc1cc2c(cc1C(=O)O)OCCCO2	-3	0	-3	-7	0	0	4
C[C@@H]1CN([C@H](C)CO)C(=O)c2cc(NS(C)(=O)=O)ccc2O[C@@H]1CN(C)Cc1ccc(C(F)(F)F)cc1	3	-1	1	3	34	x	-18
CCCNC(=O)N(C)C[C@@H]1Oc2ncc(-c3ccc(F)cc3)cc2C(=O)N([C@H](C)CO)C[C@@H]1C	3	11	-3	5	14	x	5
CC1CCCN(C(=O)C2CCN(Cc3ccc4c(c3)OCO4)CC2)C1 (stereo not given)	5	-4	5	-10	-6	-5	-7
COc1cc2oc(=O)ccc2cc1[C@@H](O)[C@@H]1OC(C)(C)OC1(C)C	-1	x	-4	2	14	2	5
O=C(c1cccnc1)N1C[C@@H]2[C@H](c3ccccc31)[C@@H](CO)N2CC1CCCC1	1	-1	-14	0	-26	3	4
O=C(CN1C(=O)CCC1=O)Nc1cccc(NC(=O)CN2C(=O)CCC2=O)c1	-2	-5	-1	x	-2	-8	x
C/C(=N\NC(=S)NC1CCCCC1)c1ccc(Cl)c(Cl)c1	1	-4	-1	x	1	0	x
O=C1C(=O)N(Cc2ccncc2)C(c2ccccc2F)/C1=C(\O)c1ccc2c(c1)OCCO2 (stereo not given)	-2	5	-3	12	-10	-4	6

Next part; it opens with the 5 that closed the last part.
SMILES	Casp6 inh	SIRT5 block	S100A4 inh HTS	esBAF inh	LGR2 antag	FN deposition inh	Statin myotox sup
COc1cc2oc(=O)ccc2cc1[C@@H](O)[C@@H]1OC(C)(C)OC1(C)C	-1	x	-4	2	14	2	5
O=C(c1cccnc1)N1C[C@@H]2[C@H](c3ccccc31)[C@@H](CO)N2CC1CCCC1	1	-1	-14	0	-26	3	4
O=C(CN1C(=O)CCC1=O)Nc1cccc(NC(=O)CN2C(=O)CCC2=O)c1	-2	-5	-1	x	-2	-8	x
C/C(=N\NC(=S)NC1CCCCC1)c1ccc(Cl)c(Cl)c1	1	-4	-1	x	1	0	x
O=C1C(=O)N(Cc2ccncc2)C(c2ccccc2F)/C1=C(\O)c1ccc2c(c1)OCCO2 (stereo not given)	-2	5	-3	12	-10	-4	6
O=C1NC(=Nc2ccc(Cl)cc2)/C(=C/c2ccco2)S1	7	-1	-1	22	2	-2	-1
CCN(CC)c1ccc(C2NC(=O)NC(C)=C2C(=O)Nc2ccccc2)cc1 (stereo not given)	1	1	-2	0	-4	x	6
COc1cccc(CN2CCC(C(=O)N3CCC(C)CC3)CC2)c1	-5	-2	-5	x	2	7	x
CC(C)NS(=O)(=O)c1ccc(NC(=O)C(C)OC(=O)C2CCC2)cc1 (stereo not given)	0	0	2	-8	11	-22	-4
Cc1noc(C)c1NC(=O)Nc1ccc2c(c1)C(=O)N([C@@H](C)CO)C[C@@H](C)[C@H](CN(C)Cc1ccncc1)OCCCC[C@H](C)O2	-3	-2	9	-2	x	x	x
CCC(=O)Nc1ccc2c(c1)C(=O)N(C)[C@H]1CC[C@H](CC(=O)Nc3cccc(OC)c3)O[C@H]1CO2	1	-5	-3	4	-11	-13	-1
N#CC(=C1C=CC(=NO)C(Cl)=C1)c1ccc(Cl)cc1	-1	-1	7	x	-15	-24	x
COCCNc1ncnc2c1ncn2[C@H]1CN(Cc2ccc(OC)cc2)C[C@@H](CO)O1	-2	x	-4	0	5	-16	2
O=C1CCCN1c1ccc(S(=O)(=O)NCc2ccc(F)cc2)cc1	-1	-1	1	1	18	-2	4
N=c1oc2ccc(Cl)cc2cc1C(=O)Nc1ccc(F)cc1	4	-5	7	7	-41	-2	10
CN(CCNC(=O)C1(O)c2ccccc2NC(=O)N1c1ccccc1)Cc1ccccc1 (stereo not given)	x	x	x	5	x	-1	2
CCn1c(C2CC(=O)N(Cc3ccccc3)C2)nc2ccccc21 (stereo not given)	-1	-5	16	-4	9	7	8
COCCNC(=S)N/N=C/c1ccc2c(c1)OCCO2	-2	-1	0	x	-7	4	x
O=c1c2ccccc2oc2nc(C3CCCCC3)n(Cc3ccco3)c(=O)c12	x	x	x	-2	x	6	-2
CCNC(=O)C[C@@H]1CC[C@H]2[C@@H](COC[C@@H](O)CN2S(=O)(=O)c2ccc(Oc3ccccc3)cc2)O1	0	-2	7	2	-12	-7	-10
CS(=O)(=O)c1ccc(-c2sc3ccccc3c2C(=O)NCCCN2CCOCC2)cc1	-1	-2	5	-8	15	x	2
O=C(C[C@@H]1CC[C@H](NC(=O)Nc2cc(F)ccc2F)[C@H](CO)O1)NCCCN1CCOCC1	1	1	20	1	14	6	-3
CCOC(=O)c1c(C)c(C)n(Cc2cccc(OC)c2OC)c1C	14	1	-10	x	5	-7	x

These rows are one share of the data (hit frequency here may not be typical).
